High-throughput results: PubChem, Southern Research Specialized Biocontainment Screening Center
inhibitors of VEEV: inhibitors of VEEV TC-83 cytopathic effect, confirmation, Vero cells (AID 588727). Vero cells, VEEV TC-83 cytopathic effect inhibition; higher % means a stronger effect. inhibition, % at 20 µM; hits with a dose series show IC50 in µM. 350,000 tested, 0.13% active; in the data active = a potency from the dose series; inconclusive = inhibition mostly from about 14% at the one dose, without a potency; inactive = the rest, 99 in 100 with inhibition below about 12%; also: strong numbers were not always called active
influenza NS1A: NS1A inhibition, H1N1 influenza, cell based functional assay (AID 504329); 340,000 tested, 0.3% active; NS1A functional cell-based assay, percent inhibition; higher % means a stronger effect; one-dose inhibition, % at 12.5 µM; IC50 in µM for titrated hits; in the data active = a potency from the dose series; inconclusive = inhibition above about 27% without an active follow-up result; also: strong numbers were not always called active
H37Rv inhibition: M. tuberculosis growth inhibition, HTS (AID 449762). 330,000 tested, 0.59% active. M. tuberculosis H37Rv growth inhibition, 7H9 media; higher % means a stronger effect. one-dose inhibition, % at 25 µM; IC50 in µM for titrated hits; in the data active = a potency from the dose series; inconclusive = inhibition above about 70% without an active follow-up result;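 also: bacterial growth assessed after seven days of incubation; strong numbers were not always called active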
M. tuberculosis: growth inhibition of non-replicating M. tuberculosis (AID 488890) | Mycobacterium tuberculosis non-replicating, growth inhibition; higher % means a stronger effect | inhibition, % at 25 µM, or IC50 in µM where a hit was titrated | 320,000 tested, 0.39% active; in the data active = a potency from the dose series; inconclusive = inhibition mostly from about 82% at the one dose, without a potency; inactive = the rest, 99 in 100 with inhibition below about 76%;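 also: plate controls were DMSO cells for no effect and high antibiotic wells for full effect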
PhoP GFP inhibition: Inhibition of PhoP regulon, Salmonella typhi GFP reporter cells, confirmation, 4 h (AID 1850); 310,000 tested, 0.33% active; Salmonella Typhi PhoP-promoter GFP reporter, fluorescence, 4 h; higher % means a stronger effect; inhibition, % at 50 µM; hits with a dose series show IC50 in µM; in the data active = a potency from the dose series; inconclusive = inhibition mostly from about 25% at the one dose, without a potency; inactive = the rest, 99 in 100 with inhibition below about 19%;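 also: 0% = induced wells with vehicle and 100% = uninduced wells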
inhibitors of VEEV 10K pilot screen: also measured in inhibitors of VEEV; calls as there; inhibition, %; measured here: 10K pilot screen inhibition
An asterisk follows results filed as active; i = inactive; ? = inconclusive; . = no result given.

SMILES | inhibitors of VEEV | influenza NS1A | H37Rv inhibition | M. tuberculosis | PhoP GFP inhibition | others
Cc1ccc(-c2nnc(-c3ccccc3Br)o2)cc1 | 1.4% | -9% | 6% | . | 2%
O=c1nc2ccccc2c2n1CC(CN1CCN(c3cccc(Cl)c3)CC1)N2 (stereo not given) | i | 0% | 4% | 22% | -10%
O=CN/C=C/c1cccc(O)c1 | 0.3% | -21% | . | . | .
Cc1cccc(N2CC(C(=O)Nc3nccs3)CC2=O)c1C (stereo not given) | 1.1% | -4% | 4% | -4% | 0%
Cc1ccc(C(=O)Nc2ccnc(-c3ccncc3)n2)cc1 | 0.5% | 3% | 6% | 0% | -8%
C=C(C)c1nc2cc(OC)c(OC)cc2c(=O)o1 | 2.5% | -1% | 6% | 33% | 0%
COc1ccc(C=CC(=O)c2c(OC)cc(OC)c(OC)c2O)cc1 | 28% | 16% | . | . | .
C=CCn1c(SCC(=O)NC2CCS(=O)(=O)C2)nnc1-c1ccc(Cl)cc1 (stereo not given) | 2.5% | -2% | -11% | -6% | -6%
CCc1nnc(NS(=O)(=O)c2ccc(N=CC3=C(O)CC(C)(C)CC3=O)cc2)s1 | i | -6% | 51% | 71% | 10%
CC(C)(C)OC(=O)N1CCCN(C(=O)Nc2cccc(Cl)c2)CC1 | 0.7% | . | -5% | -6% | -2%
C/C(CC(=O)Nc1ccc(N(C)C)cc1)=N\NC(=O)c1ccc([N+](=O)[O-])cc1 | i | -4% | 6% | 3% | -3%
O=C(Nc1ccccc1N1CCN(c2ccccc2)CC1)c1cccc(F)c1 | 1.0% | -17% | -6% | -6% | -7%
C/C(CC(=O)Nc1ccc(Cl)cc1)=N\NC(=O)C(=O)NCCO | 2.6% | 8% | -12% | -10% | -2%
COC(OC)c1ccc(C#N)c(=O)[nH]1 | i | 6% | -2% | -10% | -7%
C/C(O)=C(\N=Nc1cc(C)ccc1O)C(N)=O | 3.4% | . | ? | 74% | 8%
Cc1noc(C)c1C(=O)OCC(=O)Nc1cc(S(=O)(=O)N2CCOCC2)ccc1Cl | . | . | 1% | 3% | 1%
N#Cc1nc(-c2ccccc2)oc1NCCCn1ccnc1 | 0.5% | -3% | 5% | 1% | 14%
Cc1ccc(OCC(=O)NNC(=S)NC(=O)C2CC2)c(C)c1 | 4.4% | -24% | ? | ? | -4%
CN(C)S(=O)(=O)c1ccc(N2CCCC2)c(C(=O)OCC(=O)NC2CCCCC2)c1 | 7.8% | 2% | -11% | 14% | -4%
COc1ccc(-c2c[n+](CC(=O)c3ccccc3)c3n2CCCCC3)cc1 | 1.2% | 0% | 1% | 63% | -23%
C[C@H](CO)N1C[C@H](C)[C@@H](CN(C)C(=O)Nc2ccc3c(c2)OCO3)Oc2c(NC(=O)Nc3ccc(C(F)(F)F)cc3)cccc2C1=O | 12% | 0% | 31% | 25% | .
Cc1ccc(/C=C/C(=O)c2c(C)nc3ccccn23)cc1 | >25µM* | -1% | 8% | ? | 4%
CN(C(=O)c1cccc(NC(=O)Cc2ccc(NC(=O)C3CCCN(S(=O)(=O)c4cccc([N+](=O)[O-])c4)C3)cc2)c1)C1CCC1 (stereo not given) | i | -1% | . | . | .
CCC(C)[C@H](NC(=O)Nc1cccc(OC)c1)C(=O)OC (stereo not given in full) | 1.5% | 20% | 0% | 0% | -4%
Cn1c(=O)c2c(ncn2CC(O)CNc2ccc(Br)cc2)n(C)c1=O (stereo not given) | 1.0% | 0% | -5% | -13% | -2% | inhibitors of VEEV 10K pilot screen=0.8
SMILES | inhibitors of VEEV | influenza NS1A | H37Rv inhibition | M. tuberculosis | PhoP GFP inhibition | others
O=c1/c(=C/c2ccco2)sc2nc(-c3ccccc3Br)nn12 | 1.4% | -4% | 1% | 37% | -5%
CCOC(=O)Cc1c(C)nc2c(-c3cccc(Br)c3)cnn2c1C | 1.6% | -15% | 1% | -11% | 11%
COc1ccc(Cl)cc1NC(=O)CN(C)C(=O)Cn1c(=O)oc2ccccc21 | i | 10% | 1% | 4% | -9%
Cc1ccc(N2CC(C(=O)OCC(=O)c3ccc([N+](=O)[O-])cc3)CC2=O)cc1 (stereo not given) | i | -16% | 3% | 10% | 12%
CCC(=O)N1CCN(C(=O)CC)C1c1ccccc1 | 0.8% | 12% | 4% | -5% | 12%
Cc1cc(C)n2cc(CSC3=NCCS3)nc2n1 | 0.3% | 4% | 0% | -10% | -6%
Cc1ccc(NC(=O)Cn2nnc(C(=O)NCCc3ccccc3)c2N)cc1Cl | 0.7% | 4% | -3% | -4% | -2%
Cc1ccc(Nc2nc(N)nc(CN3CCN(c4ccccc4F)CC3)n2)cc1 | 8.4% | 0% | ? | 78% | -7%
O=C(/C=C/c1cccc([N+](=O)[O-])c1)NCCN1C(=O)S/C(=C\c2ccc(F)cc2)C1=O | 2.0% | 4% | 2% | -19% | -4%
Cc1cccc(NC(=O)CSc2nnc3ccc(-c4ccccn4)nn23)c1 | 0.5% | 1% | -2% | -11% | 8%
O=C(Nc1ccc(N2C(=O)c3cccc4cccc(c34)C2=O)cc1)c1ccc(N2CCCCC2)c([N+](=O)[O-])c1 | 1.3% | 2% | 8% | -32% | 7%
Cc1ccccc1NC(=O)C(=O)NCCc1ccccc1 | 0.0% | 17% | 6% | -3% | 1%
COc1cccc(N2CCN(c3ccc(S(=O)(=O)N4CCCC4)cc3)CC2)c1 | i | 4% | . | . | .
Cc1c(NC(=O)COC(=O)Cc2ccc(Br)cc2)c(=O)n(-c2ccccc2)n1C | i | 3% | 5% | 9% | .
COc1cccc(-c2cc(C(F)(F)F)nc(-n3ccc([N+](=O)[O-])n3)n2)c1 | 0.5% | 10% | 0% | 0% | 15%
O=C(NC(=S)Nc1ccc(-c2nc3ncccc3o2)cc1)c1ccccc1F | 0.9% | 2% | 16% | 35% | -12%
CCOC(=O)NC(N(O)c1cccc(Cl)c1)C(Cl)(Cl)Cl (stereo not given) | 0.7% | . | 2% | 67% | 3%
COc1ccc(C(=O)Nc2c(Cl)cc(Cl)cc2C(=O)NCc2ccco2)cc1 | i | -23% | -5% | -1% | -2%
O=C(CSc1n[nH]c(-c2ccncc2)n1)Nc1ccccc1 | 0.8% | -1% | 1% | 14% | 12%
CC(C1CC2CCC1C2)n1c(-c2cccs2)n[nH]c1=S (stereo not given) | i | 3% | 7% | 28% | -10%
O=C(NC1(Cc2ccc(O)cc2)CCCCC1)c1ccccc1 | 0.8% | 6% | 4% | 33% | -7%
CC(C)COC(=O)Nc1nnc(SCc2ccccc2F)s1 | 2.6% | -9% | -5% | 27% | 7% | inhibitors of VEEV 10K pilot screen=3.3
COc1ccc(NC(=O)COc2ccc3c(c2)OCO3)cc1 | 1.3% | 9% | 49% | ? | 2%
S=c1nc(-c2ccccc2)n(CCN2CCOCC2)c2c1CCCC2 | i | -2% | -7% | 29% | -7%
CC1CCOC2(O1)C(=O)N(CN1CCN(c3cccc(Cl)c3)CC1)c1ccccc12 (stereo not given) | 1.3% | -10% | -5% | -9% | 3%
SMILES | inhibitors of VEEV | influenza NS1A | H37Rv inhibition | M. tuberculosis | PhoP GFP inhibition | others
Cc1cccc(NC(=O)C2CCN(S(=O)(=O)c3ccc4c(c3)OCCO4)CC2)n1 | 1.5% | 3% | -3% | 15% | -4%
COc1cc(C(=O)Nc2ccc(C)cn2)ccc1OCC(=O)N1CCOCC1 | i | -5% | 4% | -10% | .
CN1CCN(C(=O)c2ccccc2NC(=O)c2cccs2)CC1 | 1.8% | 0% | 1% | 3% | 6%
COc1ccc(CNC(=O)CN2C(=O)CSc3ccc(S(=O)(=O)N4CCOCC4)cc32)cc1 | 4.1% | 0% | 1% | 1% | 5%
O=C(Cc1ccc(Cl)cc1)N/N=C/c1c(Cl)cccc1Cl | 0.7% | -4% | 2% | 2% | -5%
CC(=O)CSc1nc2c(c(=O)[nH]c(=O)n2C)n1Cc1ccccc1Cl | 0.2% | -3% | -4% | 8% | 7%
Cc1nn(C)cc1CN(C)S(=O)(=O)c1cccc([N+](=O)[O-])c1 | 1.2% | -13% | -1% | -6% | 1%
Cc1ccc(CC(=O)N/N=C/c2ccc3c(c2)OCO3)cc1 | 0.7% | -1% | -2% | -14% | -5%
Cc1oc2ccccc2c1CNC(=O)N(C)C | 1.3% | -4% | -11% | -27% | 4%
COCCNC(=O)c1ccc2snnc2c1 | i | 0% | -8% | -11% | -1%
COc1ccc(NC(C)=O)cc1S(=O)(=O)N(C)Cc1c(C)nn(-c2ccccc2)c1C | 3.4% | -3% | -4% | -7% | .
Cn1c2ccccc2c(=O)c2ccc(C#CC3(O)CCCCC3)cc21 | 9.1% | -12% | ? | 68% | 7%
O=C(O)C(Cc1ccc(O)cc1)N1C(=O)C2CCCCC2C1=O (stereo not given) | 1.2% | -8% | -10% | 2% | -8%
O=C(CCCc1cccs1)Nc1nc2c(s1)CCCC2 | 5.8% | 2% | 7% | 48% | 4%
CCOc1ccc(CCNC(=O)C2CCCN(S(=O)(=O)c3c(C)n[nH]c3C)C2)cc1OCC (stereo not given) | 0.3% | 2% | -5% | 16% | -2% | inhibitors of VEEV 10K pilot screen=0.0
CCN(c1cccc(C)c1)S(=O)(=O)c1cc(CN2C(=O)c3cccnc3C2=O)ccc1OC | i | 7% | 8% | 18% | -2%
COC(=O)c1ccccc1NC(=O)CCCn1nc(C)c2c(C)n(-c3ccccc3)nc2c1=O | i | -6% | 6% | 10% | -11%
CC(C)(C)c1ccc(C(=O)N/N=C/c2cccc(Cl)c2)cc1 | i | -4% | 0% | 6% | -3%
O=C(c1c(F)c(F)c(F)c(F)c1F)N1CCN(Cc2ccc3c(c2)OCO3)CC1 | 11% | -18% | 6% | -5% | -2%
O=C(O)C/C(=C\c1cccc(NC(=O)c2ccccc2Cl)c1)c1nc2ccccc2s1 | 2.8% | -12% | -6% | 11% | -6%
Cc1ccc(-c2ccc(SCC(=O)NC3CCCCC3)nn2)cc1 | i | 7% | 12% | 53% | 0%
CCOc1ccc(NC(=O)N2CCN(S(C)(=O)=O)CC2)cc1 | 1.9% | 5% | 7% | 2% | -6%
CCOC(=O)C1(C(F)(F)F)N=C(c2ccccc2F)OC(N(C)C)=N1 (stereo not given) | i | -9% | -3% | -4% | -1%
CN(C)c1ncnc2c1ncn2-c1ccccc1 | ? | -3% | . | . | .
COc1ccc(C2C(C(=O)Nc3ccccc3)=C(C)Nc3nc(CCCO)nn32)cc1 (stereo not given) | i | -21% | 1% | 9% | 9%
SMILES | inhibitors of VEEV | influenza NS1A | H37Rv inhibition | M. tuberculosis | PhoP GFP inhibition | others
CCCCCn1nc(C)c(/C=N\NC(=O)c2cc(C)oc2C)c1C | i | 5% | 51% | 20% | -5%
Cc1n[nH]c(C)c1N1C(=O)c2cccc3c(Br)ccc(c23)C1=O | 1.9% | 14% | 3% | -10% | 1%
CCOc1ccc2[nH]c3nc(SCC(=O)NC4CCCC4)nnc3c2c1 | 1.0% | -2% | -4% | -3% | 5%
CCOC(=O)c1c(O)cc(OC)cc1CCc1ccccc1 | 1.1% | -21% | . | . | .
O=C(Nc1ccc(Oc2ccc(NC(=O)Nc3ccc([N+](=O)[O-])cc3)cc2)cc1)Nc1ccc([N+](=O)[O-])cc1 | 1.7% | 21% | 17% | 49% | -16%
NC(CC(=O)OC1CCCCC1)C(=O)OC1CCCCC1 (stereo not given) | 1.7% | -10% | -7% | 56% | -5% | inhibitors of VEEV 10K pilot screen=1.2
COc1ccc(CNC(=O)C[C@H]2C[C@H](C(=O)N3CCOCC3)[C@@]3(C)c4[nH]c5cc(CCC(=O)N(C)C)ccc5c4CCN3C2=O)cc1OC | 0.1% | 3% | . | . | .
COc1ccc2c(c1)C(NS(=O)(=O)OCC(Cl)(Cl)Cl)CCC2 (stereo not given) | i | 4% | 19% | 53% | -2% | inhibitors of VEEV 10K pilot screen=0.4

Reprinted at random: three entries already listed
SMILES | inhibitors of VEEV | influenza NS1A | H37Rv inhibition | M. tuberculosis | PhoP GFP inhibition | others
CCCCCn1nc(C)c(/C=N\NC(=O)c2cc(C)oc2C)c1C | i | 5% | 51% | 20% | -5%
CCOc1ccc2[nH]c3nc(SCC(=O)NC4CCCC4)nnc3c2c1 | 1.0% | -2% | -4% | -3% | 5%
CCOC(=O)c1c(O)cc(OC)cc1CCc1ccccc1 | 1.1% | -21% | . | . | .

In the list so far, these contain a thiophene ring, fused or not:
SMILES | inhibitors of VEEV | influenza NS1A | H37Rv inhibition | M. tuberculosis | PhoP GFP inhibition | others
CC(C1CC2CCC1C2)n1c(-c2cccs2)n[nH]c1=S (stereo not given) | i | 3% | 7% | 28% | -10%
CN1CCN(C(=O)c2ccccc2NC(=O)c2cccs2)CC1 | 1.8% | 0% | 1% | 3% | 6%
O=C(CCCc1cccs1)Nc1nc2c(s1)CCCC2 | 5.8% | 2% | 7% | 48% | 4%
